CIT2-GFP yeast: modulators of CIT2-GFP expression in yeast, primary screen, S. cerevisiae, GFP fusion, multiplex flow cytometry, MLPCN library. S. cerevisiae CIT2-GFP strain, 3 h; 100 means same as DMSO wells. AID 2029, 2009. GFP response vs DMSO, % at 10 µM. 320,000 tested, 0.065% active;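 active = GFP response relative to DMSO above a set limit, near the screen mean plus 3 SD, cut at about 150% in these data; inconclusive = Fewer than 70 cells measured for a yeast strain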;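 note: ratio of well median GFP fluorescence to mean of DMSO wells on the plate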
AGP1 TOR yeast: modulators of AGP1-GFP expression in yeast TOR pathway, primary screen, cell-based, multiplex flow cytometry, S. cerevisiae, MLPCN library. 3 h; GFP as percent of DMSO wells. GFP response vs DMSO, % at 10 µM. 320,000 tested, 0.02% active. AID 2066, 2009;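 active = GFP response relative to DMSO above a set limit, near screen average plus 3 SD, cut at about 150% in these data; inconclusive = fewer than 70 cells counted for the yeast strain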;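 note: median GFP channel fluorescence of the gated AGP1 strain per well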
VLA-4 inh: inhibition in human VLA-4 binding assay, primary screen, VLA-4 allosteric modulator project, MLPCN library, flow cytometry, VLA-4 expressing cells. Integrin alpha-4 (Homo sapiens), P13612. ligand binding flow cytometry. inhibition, % (about 7 µM as worked out from the volumes in the protocol). 330,000 tested, 0.2% active; in the data active = inhibition above about 50%
Fam108B inh: mouse Fam108B serine hydrolase inhibitors, primary screen, counter-screen for RBBP9 inhibitor project, biochemical, fluorescence polarization; AID 1947, 2009; recombinant Fam108B, FP-Rh probe fluorescence polarization; inhibition, % at 9.51 µM; 300,000 tested, 0.33% active;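 active = inhibition above the screen mean inhibition plus 3 SD, computed separately per campaign, cut at about 18% in these data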;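 note: inhibitors lower polarization as less probe binds the enzyme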
MCL1 BIM primary: inhibitors of MCL1 binding to BIM-BH3, primary screen, biochemical, fluorescence polarization; GST-MCL1 / FITC-Bim-BH3 fluorescence polarization; inhibition, % at 10.9 µM; 320,000 tested, 0.68% active; AID 2057, 2009;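 active = inhibition above the mean inhibition of all tested compounds plus 3 SD, set per campaign, cut at about 40% in these data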;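 note: 0% = DMSO wells and 100% = unlabeled Bim-BH3 peptide control; higher means more loss of mP so more displacement of Bim peptide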
Target sequence (Q07820 whole entry, looked up): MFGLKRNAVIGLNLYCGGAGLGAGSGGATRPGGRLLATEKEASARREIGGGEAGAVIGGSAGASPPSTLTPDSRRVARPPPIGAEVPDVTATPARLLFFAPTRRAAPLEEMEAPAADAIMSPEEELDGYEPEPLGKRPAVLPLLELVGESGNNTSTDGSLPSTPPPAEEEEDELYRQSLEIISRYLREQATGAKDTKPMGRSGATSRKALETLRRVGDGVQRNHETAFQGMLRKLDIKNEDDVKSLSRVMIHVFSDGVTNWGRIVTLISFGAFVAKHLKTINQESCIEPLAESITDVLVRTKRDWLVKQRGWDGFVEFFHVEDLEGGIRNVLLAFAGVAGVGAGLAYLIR
MEX-5 binding: MEX-5 zinc finger RNA-binding disruptors – biochemical, C. elegans, fluorescence polarization, MLPCN library, primary screen; Zinc finger protein mex-5 (Caenorhabditis elegans), Q9XUB2; MEX-5/FITC-TCR2 RNA binding; hits give low values; activity score (negative = inhibition of binding), % at 10 µM; 300,000 tested, 0.38% active;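 active = inhibition past about -25% in most replicates, and total fluorescence under double the plate's negative control median, limit read from the data; inconclusive = replicates evenly split on the limit, or fluorescence at least double controls; inactive = too little inhibition in most replicates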;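 note: 0% = DMSO and -100% = 5 µM competing unlabeled TCR2 RNA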
Target sequence (Q9XUB2 whole entry, looked up): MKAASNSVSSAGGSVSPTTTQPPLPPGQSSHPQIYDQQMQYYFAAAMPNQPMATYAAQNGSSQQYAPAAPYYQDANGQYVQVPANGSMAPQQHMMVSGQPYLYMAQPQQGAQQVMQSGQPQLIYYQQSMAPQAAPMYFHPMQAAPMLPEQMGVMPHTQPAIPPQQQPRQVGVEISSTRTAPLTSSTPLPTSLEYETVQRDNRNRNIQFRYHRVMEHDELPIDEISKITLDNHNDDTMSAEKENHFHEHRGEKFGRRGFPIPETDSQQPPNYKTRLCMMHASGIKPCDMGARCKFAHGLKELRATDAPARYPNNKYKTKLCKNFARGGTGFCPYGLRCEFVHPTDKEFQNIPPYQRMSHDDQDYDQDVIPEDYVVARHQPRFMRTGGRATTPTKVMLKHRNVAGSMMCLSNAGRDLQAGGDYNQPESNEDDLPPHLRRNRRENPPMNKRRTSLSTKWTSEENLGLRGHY
GLD-1 TGE inh: GLD-1/TGE RNA complex disruptors, primary screen, biochemical, fluorescence polarization; 320,000 tested, 0.44% active; purified GLD-1 + fluorescein TGE RNA; Female germline-specific tumor suppressor gld-1 (Caenorhabditis elegans), Q17339; inhibition, % at 5.96 µM;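 active = percent inhibition above a per-plate cutoff, the plate mean of test compounds plus 3 SD, cut at about 30% in these data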;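 note: 0% = DMSO wells with GLD-1 and probe and 100% = wells lacking GLD-1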
GRK2 inh: compounds blocking aptamer binding on GRK2 – biochemical, human GRK2, bead flow cytometry, HTS, primary screen. AID 488847, 2010. Beta-adrenergic receptor kinase 1 (Homo sapiens), P25098. FAM-aptamer displacement from GRK2. inhibition of aptamer binding, % at 10 µM. 330,000 tested, 0.59% active;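 active = inhibition of aptamer binding above 40%, roughly 3 SD of noise, on plates passing a quality check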;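 note: median bead fluorescence of bound FAM aptamer so fluorescent compounds give negative values; no value below 0 was filed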
Bcl-xL primary: inhibitors of human Bcl-xL, primary screen, biochemical, fluorescence polarization, HTS; inhibition, % at 10.9 µM; GST-Bcl-xL / FITC-Bim BH3 peptide fluorescence polarization; AID 2129, 2009; Bcl-2-like protein 1 (Homo sapiens), Q07817; 320,000 tested, 0.7% active;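 active = inhibition above the mean of all tested compounds plus 3 SD, cutoff set per campaign, cut at about 30% in these data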;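 note: 0% = DMSO wells and 100% = unlabeled Bim-BH3 peptide competitor; inhibitors lower millipolarization by displacing the labeled peptide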
Target sequence (Q07817 whole entry, looked up): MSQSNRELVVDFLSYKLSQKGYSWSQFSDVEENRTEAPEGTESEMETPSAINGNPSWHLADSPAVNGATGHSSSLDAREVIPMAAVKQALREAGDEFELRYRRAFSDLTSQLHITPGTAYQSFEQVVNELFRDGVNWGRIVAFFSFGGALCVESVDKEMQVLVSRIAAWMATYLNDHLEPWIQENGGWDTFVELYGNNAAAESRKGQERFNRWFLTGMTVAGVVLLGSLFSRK
Starred values were filed as active, the others as inactive; ? = inconclusive; / = not tested or not shown; [ ] = dose if it differs, or a comment.

SMILES	CIT2-GFP yeast	AGP1 TOR yeast	VLA-4 inh	Fam108B inh	MCL1 BIM primary	MEX-5 binding	GLD-1 TGE inh	GRK2 inh	Bcl-xL primary
CC(C)Oc1ccc(C(=O)Nc2ccc(N3CCCCC3)cc2)cc1	105	101	30	-2	10	-3.5	4	0	4
CC(=O)NC(CCS(C)(=O)=O)C(=O)Nc1ccc(Cl)c(Cl)c1 (centres undefined)	98	102	7	2	17	-1.5	2	3	7
Cc1ccc2sc(N(CCCN(C)C)C(=O)c3ccc(Br)s3)nc2c1C	95	99	-2	5	5	-0.5	-3	0	2
O=[N+]([O-])c1cccc(S(=O)(=O)Nc2ccc(S(=O)(=O)Nc3nccs3)cc2)c1	102	107	3	6	12	0.4	1	0	8
COc1ccccc1NC(=O)C(=O)NCC(c1ccco1)N1CCc2ccccc2C1 (centres undefined)	86	92	13	-3	6	1.2	3	1	0
CC(=O)Nc1ccc(S(=O)(=O)NCC(=O)N2CCN(S(=O)(=O)c3cccs3)CC2)cc1	94	95	0	/	3	/	0	0	2
O=C(CN(Cc1ccc(F)cc1)C(=O)CCC(=O)Nc1ccccn1)NCc1ccco1	112	106	-10	5	5	-2.7	4	100*	8
CCc1ccccc1NC(=O)CC1S/C(=N\c2nccs2)N(CC)C1=O (centres undefined)	105	106	-6	-2	-4	0.2	4	0	2
Cc1ccc(/C=N/n2nnnc2N)cc1[N+](=O)[O-]	99	101	3	-2	0	-4.6	-1	1	4
O=C(COC(=O)/C=C/c1ccc(Cl)cc1)Nc1ccccc1	83	87	7	-1	-2	0.9	-4	2	-5
Cc1c2ccccc2c(C)c2c1ccc1ccccc12	95	46	3	-5	2	/	0	0	10
O=C(CCC1CCCC1)N1CCC(N2CCCCCC2)CC1	101	103	14	5	4	-0.7	4	0	4
Cc1ccccc1NC1=C/C(=N\S(=O)(=O)c2cccs2)c2ccccc2C1=O	109	100	1	41*	8	1.7	0	3	13
COC(=O)[C@@H](Cc1ccccc1)NC(=O)NCCc1ccccc1	106	104	14	-3	-1	2.2	9	1	2
CCOC(=O)N1CCN(C(=O)CSCc2ccccc2C)CC1	96	103	-2	0	-4	0.3	2	0	6
Cc1cc(OCCCCCNCCO)ccc1Cl	97	98	1	2	10	0.3	6	0	4
CNNCc1ccc(C(=O)NC(C)C)cc1	81	86	12	-1	6	-1.3	4	2	1
Cc1cc(=O)n2nc(N3CCC(C(=O)NCc4ccc(Cl)cc4)CC3)sc2n1	96	92	-9	-2	0	/	-6	3	1
Cc1ccc(CS(=O)Cc2ccc(C(=O)NC3CCCCCC3)o2)cc1 (centres undefined)	110	104	0	2	-1	0.6	12	0	2
CCN(CC)CCNC(=O)Cn1cnc2sc(C)c(S(=O)(=O)N3CCOCC3)c2c1=O	97	101	10	3	-4	2.1	-2	0	1
O=C(CSc1nnc(CSc2nc3ccccc3s2)o1)NC1CCCCC1	110	105	9	-1	17	2.0	-4	0	-1
CCOC(=O)N1CCN(c2c(N3CCC(N4CCCCC4)CC3)c(=O)c2=O)CC1	97	97	29	-1	4	1.6	-2	1	6
O=C(NCCCc1ccccc1)c1cccc(Br)c1	94	96	6	-4	-2	0.6	-1	2	4
CCn1c(/C=C\c2ccccc2C)nc2ccccc2c1=O	101	100	-1	-3	3	-0.1	4	2	3
O=C(O)COc1ccccc1/C=N/NC(=O)CNC(=O)c1ccc(F)cc1	103	99	1	0	8	0.9	-1	0	2
Nc1ccc(C(=O)Oc2ccc([N+](=O)[O-])cc2)c(O)c1	90	104	5	-3	-2	-1.1	9	2	1
O=C(O)C1CC(=O)N(c2ccc(OCc3ccc(Br)cc3)cc2)C1 (centres undefined)	92	84	3	0	4	1.0	-4	0	0
CSc1nc2cc(C)nn2c(-c2ccccc2Cl)c1C#N	103	107	-3	0	-5	2.0	4	0	5
Cc1ccc2c(C(=O)CN3CCCC(C)C3)c(C)[nH]c2c1 (centres undefined)	107	101	12	-1	-3	1.4	-1	0	2
CCc1ccc(NCCC(=O)c2ccc(Br)cc2)cc1	95	102	/	4	-2	-0.1	4	0	3
CN(C)c1cccc(C(=O)OCC(=O)Nc2ccccc2Cl)c1	100	93	9	3	-12	0.4	-9	0	-7
COc1ccc(NC(c2ccccc2)c2ccncc2)cc1 (centres undefined)	105	99	14	-6	4	-0.9	7	0	8
O=C(Nc1ccccc1C(F)(F)F)c1cc2ccccc2o1	102	95	6	-1	1	-1.6	1	0	-5
O=C(CN1C(=O)c2cccnc2Oc2ccc(Cl)cc21)NC1CCCCC1	100	105	-12	2	6	1.1	6	0	5
O=C1C=C(c2cccc3c2oc2ccccc23)CCC1	91	89	24	-3	-5	1.0	1	0	2
Cc1ccccc1C(=O)NNC(=S)Nc1cccc(C(F)(F)F)c1	83	97	-16	-1	7	1.4	-3	1	4
Cc1nnc(SCC(=O)NCC(=O)Nc2ccc(F)c(F)c2F)n1N	92	101	0	/	/	/	6	0	/
Cc1sc2nc(CN(C(=O)c3cccs3)C3CCCC3)[nH]c(=O)c2c1C	95	105	-11	-4	2	1.1	-1	2	-2
Cn1cc(C(=O)C(=O)N2CCCC2)c2ccccc21	103	99	11	/	/	0.0	/	0	/
CCc1ccc(NC(=O)CCNC(=O)Cn2cnc3ccccc3c2=O)cc1	101	104	5	1	-2	0.7	-2	4	5
CN(C)/C=N/c1ncc(C(=O)c2ccccc2)s1	112	97	1	6	-2	0.5	-1	0	-2
CCOC(=O)N1CCC(NC(=O)c2cc(S(=O)(=O)N3CCCCC3)ccc2F)CC1	98	96	9	5	2	5.3	3	2	5
COc1ccc(/C=C/C(=O)NCC(=O)N2CCC(N(C)CCN3CCOCC3)CC2)cc1OC	104	102	-3	1	8	-0.9	6	1	7
CCOC(=O)NS(=O)(=O)c1ccc(CCNC(=O)c2cc(C)on2)cc1	101	105	12	2	6	-2.2	-2	0	4
O=C(NCC1CCCO1)c1ccc(Br)s1 (centres undefined)	98	101	10	-3	-5	-1.6	1	0	-3
O=C(Nc1ccc2c(c1)OCO2)c1ccc([N+](=O)[O-])cc1[N+](=O)[O-]	?	23[may fluoresce violet]	0	-1	4	0.1	2	1	3
Cc1[nH]c2ccccc2c1SCc1nnc(SCc2ccc(Cl)cc2)n1C	/	/	6	0	0	0.8	3	0	2
Cc1ccc2nc(NC(=O)CCn3c(=O)sc4ccccc43)sc2c1	111	113	5	-10	3	-0.8	5	2	5
CC1(C)CC(=O)C2=C(C1)N(c1ccc(F)cc1)C(=O)CC2c1cccnc1 (centres undefined)	91	99	33	-3	3	-0.8	0	1	-4
COc1cc2c(cc1OC)C(C)N(C(=O)c1cc3ccccc3o1)CC2 (centres undefined)	95	98	-4	0	0	-2.3	4	0	-3
Next entries.
SMILES	CIT2-GFP yeast	AGP1 TOR yeast	VLA-4 inh	Fam108B inh	MCL1 BIM primary	MEX-5 binding	GLD-1 TGE inh	GRK2 inh	Bcl-xL primary
CC(=O)N/C(N)=N/c1nc2cc([N+](=O)[O-])ccc2o1	105	104	15	0	-3	0.1	-5	1	2
COc1ccc(S(=O)(=O)N2CCC(C(N)=O)(N3CCCCC3)CC2)cc1OC	105	101	5	0	0	1.6	-1	2	2
COc1ccc(NC(=S)N2CCC(N(C)CCN3CCOCC3)CC2)cc1	74	91	5	-1	4	0.4	-3	0	3
Cc1cccc(NC(=O)CN(C)CC(=O)NC(c2ccccc2)c2ccccc2)c1C	89	92	9	/	-7	/	-4	0	-2
COc1ccccc1/C=C/C(=O)OCc1nc2ccccc2c(=O)[nH]1	94	89	-13	0	1	0.7	-1	4	0
O=C1NC(c2ccc(Cl)cc2)Nc2ccccc21 (centres undefined)	92	92	16	0	-9	0.3	-2	2	-2
CCc1ccc(C(=O)NNc2cc(Cl)cc(Cl)c2)cc1	103	102	-1	-1	-2	-0.6	3	1	5
CS(=O)(=O)N1CCC(C(=O)Nc2cccc([N+](=O)[O-])c2)CC1	103	100	-3	1	-4	-2.4	4	0	0
Cn1c(=O)[nH]c(=O)c2c1nc(Br)n2CCCO	92	100	/	-1	-1	0.2	0	2	-4
Cc1sc2c(c1C)C(=O)NC(c1ccccc1F)N2 (centres undefined)	84	97	-18	0	18	-2.9	7	0	24

Among those listed so far, these have a COOH group:
SMILES	CIT2-GFP yeast	AGP1 TOR yeast	VLA-4 inh	Fam108B inh	MCL1 BIM primary	MEX-5 binding	GLD-1 TGE inh	GRK2 inh	Bcl-xL primary
O=C(O)COc1ccccc1/C=N/NC(=O)CNC(=O)c1ccc(F)cc1	103	99	1	0	8	0.9	-1	0	2
O=C(O)C1CC(=O)N(c2ccc(OCc3ccc(Br)cc3)cc2)C1 (centres undefined)	92	84	3	0	4	1.0	-4	0	0

The list continues.
SMILES	CIT2-GFP yeast	AGP1 TOR yeast	VLA-4 inh	Fam108B inh	MCL1 BIM primary	MEX-5 binding	GLD-1 TGE inh	GRK2 inh	Bcl-xL primary
C=C(C)c1cccc(C(C)(C)NC(=O)N2CCN(c3ccccc3OC)CC2)c1	104	105	-23	3	4	-1.6	3	0	8
COC(=O)c1ccc[n+](CCc2c[nH]c3ccccc23)c1	92	101	0	-1	2	-0.2	0	0	-1
CCn1c(N2CCN(C(=O)NC3CCCCC3)CC2)nc2ccccc21	99	103	6	-4	6	2.6	0	1	2
Cc1cc(NC(=O)c2ccc3c(c2)OCCO3)no1	96	105	6	-2	2	0.3	3	1	1
COC(=O)N1C/C=C\C(c2ccc(OC)cc2)N(Cc2ccc(F)cc2)C(=O)C1 (centres undefined)	/	/	/	1	0	0.3	1	/	3
c1ccc2c(CN3CCSCC3)cccc2c1	107	103	14	-1	8	-0.1	-7	0	8
CCCCn1c(N)c(N(CC)C(=O)c2cnc(C)cn2)c(=O)[nH]c1=O	93	94	-1	/	3	/	3	4	4
c1ccc(CNCC2COc3ccccc3O2)cc1 (centres undefined)	92	99	3	-2	7	1.1	3	0	8
O=C(NCCN1CCc2ccccc2C1)Nc1ccc([N+](=O)[O-])cc1	105	99	5	-3	-2	-0.6	3	0	1
CCC(C)NC(=S)NNC(=O)c1ccncc1 (centres undefined)	106	92	11	-4	0	-1.8	2	1	-1
Cc1cccc(NC(=O)CNC(=O)CSc2nnc(C(F)(F)F)n2C)c1C	93	98	-13	/	-13	/	1	0	-7
COc1ccc(NC(=O)CSc2c3c(nc4cc(Cl)ccc24)CCCC3)cc1OC	97	100	5	1	-1	-1.1	2	6	1
CCn1c(=O)c(C(=O)NCc2ccc(OC)cc2)c(O)c2ccccc21	103	105	2	-2	12	0.8	-3	0	4
CCOC(=O)c1sc(N)c(C#N)c1CSc1nnc(C2CCCCC2)n1N	90	94	13	3	-6	0.5	2	0	-1
FC(F)(F)c1ccc(N/N=C/c2cccnc2)nc1	98	106	3	-3	-13	-0.9	-1	12	-5

Bioassay records from PubChem BioAssay.
